LMPTP inh: LMPTP (human) inhibition. recombinant LMPTP-A, OMFP fluorogenic substrate, fluorescence intensity. P24666. 360,000 tested, 0.22% active. inhibition, % at 20 µM;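 active = compounds that cut the enzyme signal by at least half of the control window in the single-dose screen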;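 also: plate controls were DMSO wells with enzyme plus substrate for no effect and substrate without enzyme for full effect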
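Test system – LMPTP-A enzyme · Amount – LMPTP-A at 0.625 nM final in the reaction · Buffer or medium – Bis-Tris pH 6.0, DTT, detergent · Reagent – OMFP 400 µM · Doses – single 20 µM dose · Schedule – reaction 50 min, room temperature, dark · Detection – fluorescence intensity of OMFP turnover product · Evaluation – percent inhibition versus substrate-only and uninhibited controls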
NadD block: blocks S. aureus nicotinate mononucleotide adenylyltransferase | purified NadD enzyme, colorimetric absorbance read-out | inhibition, % at 20 µM | 360,000 tested, 0.78% active | AID 602399; in the data active = inhibition above about 26%; also: some compounds past the cut are filed as inactive
STEP block: blocks human striatal-enriched tyrosine phosphatase; recombinant STEP, OMFP fluorogenic substrate, fluorescence; 360,000 tested, 0.25% active; inhibition, % at 20 µM;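 active = inhibition at 20 µM, scaled per plate between control wells, above about 37%, limit read from the data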;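 also: 0% = DMSO with enzyme and substrate and 100% = substrate only without enzyme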
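Assay system: isolated STEP enzyme / Timing: 20 min at room temperature, dark / Doses: 20 µM, 1% DMSO / Technique: fluorescence intensity, excitation 480 nm, emission 540 nm / Reagent: fluorogenic phosphatase substrate OMFP at 25 µM final / Measure: percent inhibition scaled to no-enzyme and uninhibited-enzyme controls, plate-pattern corrected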
Neddyl block: inhibitors of human cullin neddylation | TR-FRET cullin neddylation, biochemical | 360,000 tested, 0.58% active | AID 651699 | calls only at 25 µM | P61081+Q13564; in the data active = inhibition above about 36%
SKN-1 inh: C. elegans SKN-1 inhibition. C. elegans VP596 Pgst-4::GFP/RFP ratio, acrylamide-induced, 24 h. inhibition, % at 21.8 µM. 360,000 tested, 0.49% active. AID 624304;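 active = interference check ratio from 0.5 to 1.5 plus GFP to RFP signal ratio inhibition reaching or exceeding a fixed threshold, cut at about 30% in these data, passing the limit was not always enough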; also: some compounds called inactive have numbers as strong as hits
DNMT1 block: inhibitors of human DNMT1 | P26358 | DNMT1 molecular beacon, Hinp1I cleavage, fluorescence | inhibition (reported as % activation of signal), % at 10 µM | 360,000 tested, 0.83% active | AID 588458; in the data active = inhibition above about 50%
Target sequence (P26358 504-1616 limits assumed): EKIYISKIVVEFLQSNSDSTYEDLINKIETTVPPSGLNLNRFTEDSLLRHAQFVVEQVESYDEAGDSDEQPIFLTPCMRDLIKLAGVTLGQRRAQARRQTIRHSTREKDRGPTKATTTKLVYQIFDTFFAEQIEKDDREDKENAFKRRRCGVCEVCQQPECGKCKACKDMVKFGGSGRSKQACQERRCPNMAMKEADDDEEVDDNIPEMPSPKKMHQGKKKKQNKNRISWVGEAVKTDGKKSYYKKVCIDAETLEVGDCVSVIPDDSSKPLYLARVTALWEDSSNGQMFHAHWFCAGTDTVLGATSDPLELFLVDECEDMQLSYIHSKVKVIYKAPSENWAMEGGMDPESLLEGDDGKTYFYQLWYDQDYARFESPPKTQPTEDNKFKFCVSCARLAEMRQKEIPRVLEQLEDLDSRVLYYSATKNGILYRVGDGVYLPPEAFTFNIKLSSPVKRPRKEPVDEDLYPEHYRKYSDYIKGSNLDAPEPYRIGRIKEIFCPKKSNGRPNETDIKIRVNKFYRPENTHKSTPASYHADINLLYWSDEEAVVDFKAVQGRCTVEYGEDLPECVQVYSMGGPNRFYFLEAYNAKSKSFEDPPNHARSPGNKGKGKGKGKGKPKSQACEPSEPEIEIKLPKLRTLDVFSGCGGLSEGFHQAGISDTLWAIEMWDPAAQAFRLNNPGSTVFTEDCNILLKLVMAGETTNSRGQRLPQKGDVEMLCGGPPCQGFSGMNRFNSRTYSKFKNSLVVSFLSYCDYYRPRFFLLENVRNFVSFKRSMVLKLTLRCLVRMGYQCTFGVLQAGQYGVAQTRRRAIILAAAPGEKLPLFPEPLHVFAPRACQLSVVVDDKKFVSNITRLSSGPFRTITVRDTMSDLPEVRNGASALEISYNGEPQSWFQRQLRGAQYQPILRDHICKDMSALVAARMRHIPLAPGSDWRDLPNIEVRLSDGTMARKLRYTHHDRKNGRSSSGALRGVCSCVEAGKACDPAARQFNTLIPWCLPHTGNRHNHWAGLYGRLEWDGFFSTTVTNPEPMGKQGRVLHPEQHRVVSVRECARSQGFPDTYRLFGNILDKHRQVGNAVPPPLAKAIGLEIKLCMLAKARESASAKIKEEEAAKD
Tb MetRS inh: blocks T. brucei methionyl-tRNA synthetase activity. purified T. brucei MetRS, ATP depletion, Kinase-Glo luminescence. AID 624268. inhibition, % at 11.9 µM. 360,000 tested, 0.4% active;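 active = inhibition above a per-plate cutoff of the control wells' mean inhibition plus 3 SD, cut at about 5.5% in these data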;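 also: 0% = DMSO wells median and 100% = median of wells with control inhibitor compound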
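Test system – parasite MetRS enzyme · Reagent – substrates ATP, L-methionine and bulk Escherichia coli tRNA · Doses – 11.9 µM compound single dose, 0.9% DMSO · Times – 15 min enzyme-compound preincubation, 2 h reaction, 10 min detection, 25 °C · Signal – Kinase-Glo luminescence, ATP depletion format · Controls – DMSO-only wells as low control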
SUMO1 PPI mod: alters human SUMO1 binding to SIM partners; AID 602429; 360,000 tested, 0.33% active; P63165; inhibition, % at 20 µM; SUMO1 binding to a labelled peptide, TR-FRET, 1 h; in the data active = inhibition above about 37%
Scp-1 inhibitor: blocks human Scp-1 phosphatase activity. Q9GZU7. 340,000 tested, 0.88% active. Recombinant Scp1, phosphopeptide, malachite green phosphate absorbance. AID 493091. inhibition, % at 20 µM;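 active = inhibition above about 50% at 20 µM, limit read from the data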;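 also: plate controls were DMSO wells with enzyme for no effect and wells lacking enzyme for full effect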
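Material: truncated SCP-1 phosphatase (76-261aa) / Buffer or medium: 50 mM Tris acetate pH 5.5, 0.005% Tween-20, 10 mM MgCl2 / Compound dosing: one concentration, 20 µM, with 1.0% DMSO / Incubation: 45 min room-temperature reaction, 5 min colour, 30 min stabiliser / Detection: colorimetric free-phosphate detection, absorbance 630 nm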
NRP1-CendR mod: modulators of CendR peptide binding to human neuropilin-1; FAM-RPARPAR peptide binding to NRP-1, fluorescence polarization; AID 602438; 360,000 tested, 0.85% active; O14786; inhibition, % at 25 µM;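 active = inhibition or corrected inhibition above about 18%, plus a signal ratio from 0.5 to 1.5, limit read from the data, passing the limit was not always enough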; also: strong numbers were not always called active
* hit, by the source's call; i = inactive; · = no result given.

SMILES	LMPTP inh	NadD block	STEP block	Neddyl block	SKN-1 inh	DNMT1 block	Tb MetRS inh	SUMO1 PPI mod	Scp-1 inhibitor	NRP1-CendR mod
O=C1C(=O)N(Cc2cccnc2)C(c2cccc([N+](=O)[O-])c2)/C1=C(/O)c1ccc2c(c1)OCO2 (stereo not drawn)	2.0	-1	-1	i	2	-3	-0.1	-21	12	22
COc1ccccc1/C=C/C(=O)OCC(=O)c1cc(C)n(C)c1C	3.0	-1	1	i	21	-3	-0.4	-12	-9	-11
O=C(CSc1ccc(-c2ccco2)nn1)c1ccccc1	3.4	3	1	i	-2	1	0.4	1	-30	2
O=C(Nc1ccc(Br)cc1)c1ccc2c(c1)OCO2	3.7	-8	-1	i	15	7	-0.5	1	-5	-6
O=C(Nc1nc(-c2cccs2)cs1)c1ccc(Cl)s1	2.1	2	-2	i	30	-7	-1.0	-4	-21	-16
O=C(O)c1ccccc1Nc1ccc([N+](=O)[O-])cc1C(=O)O	-0.3	-2	21	i	18	3	2.3	-22	2	0
CC1=C(C(=O)OCc2ccccc2)C(c2ccccc2)NC(=O)N1CCCC(=O)O (stereo not drawn)	0.1	4	-4	i	0	1	0.1	8	-2	-3
O=C(Nc1nnc(Cc2ccc(Cl)cc2)s1)c1ccncc1	-2.9	0	-1	i	3	2	0.7	4	-7	-2
COc1cc2c(cc1OC)CN(c1nc(-c3cccnc3)nc3ccccc13)CC2	13	-5	4	i	-1	6	0.1	6	-1	-21
O=C(NCc1ccc(F)cc1)c1cc2ccccn2n1	-1.0	2	-2	i	1	1	-0.3	8	-6	-3
CCc1noc(C)c1C(=O)Nc1nc2ccc(OC)cc2s1	1.2	-3	0	i	12	4	-1.0	2	·	-6
CCCCCOc1ccc(C(=O)OCC(=O)Nc2cc(C)c(C)cc2[N+](=O)[O-])cc1	0.9	-2	2	i	5	7	-0.8	-2	-1	5
CC1=C(c2ccccc2)[N+](=O)C2(CCCC2)N1[O-]	-1.8	-4	-3	i	-6	-1	-0.4	0	4	12
COc1cc(C(C)=O)ccc1OCC(=O)Nc1cc(C)on1	-0.6	-5	0	i	-13	-1	-0.4	2	-2	-1
CCOc1ccc(NC(=O)CN2C(=O)NC(CCSC)C2=O)cc1 (stereo not drawn)	-0.3	-3	-4	i	11	1	0.3	0	1	10
C[C@@]12C(=O)OC(=O)[C@]1(C)C1CCC2O1	-2.0	4	-2	i	-7	4	-0.8	2	-6	-13
COc1ccccc1C(=O)Nc1ccc2nc(SCC(=O)N(C)C)sc2c1	-1.0	-4	1	i	5	0	-0.1	2	-8	-2
Cc1ccc(-c2ccc([C@H]3[C@@H]4C=CCC[C@@]4(C)C(=O)N3Cc3ccccc3)c(F)c2)cc1	7.5	2	4	i	4	-3	-0.2	5	-8	8
COC(=O)c1cc(OC)c(OC)cc1-n1cnc2cc(OC)c(OC)cc2c1=O	-0.1	-3	-2	i	6	1	-0.3	-3	-7	5
COc1ccccc1C1=NN(C(=S)Nc2ccccc2)C(c2ccco2)C1 (stereo not drawn)	2.5	7	4	i	23	-6	-0.7	-8	-12	-8
Cc1ccc(SCC(=O)N=C2NC(=O)CS2)cc1	-1.8	4	-4	i	2	-1	-0.8	0	-6	-19
CCCN1CCC(NC(=O)Nc2ccc(OC)c(OC)c2)CC1	-0.8	-3	0	i	-13	18	-2.1	-2	2	49*
CCc1ccc(-c2nc(CN3CCC(C(=O)NCCc4ccc(OC)c(OC)c4)CC3)c(C)o2)cc1	-0.2	-1	1	i	-2	-6	0.2	0	-7	-2
Cn1cc(-c2csc(C(O)c3ccc(F)cc3)n2)cn1 (stereo not drawn)	-0.7	2	0	i	8	-1	0.1	-1	·	-1
Cn1c(Cl)nc2c1c(=O)n(Cc1cccc(Br)c1)c(=O)n2C	-0.5	-5	1	i	5	-2	0.4	5	-11	-21
CC1CC(C)CN(C(=O)c2ccc(S(=O)(=O)N3CC(C)CC(C)C3)cc2)C1 (stereo not drawn)	0.1	3	-1	i	25	0	-0.3	0	10	12
O=C(CC1NCCNC1=O)NC1Cc2ccccc2C1 (stereo not drawn)	0.2	5	-1	i	19	-1	-0.1	-5	-7	-4
CCOc1ncccc1C(=O)Nc1cccc(S(=O)(=O)N2CCCCC2)c1	1.5	-3	0	i	23	-2	-0.3	1	-3	-7
O=C(O)CCN1C(=O)c2ccccc2C1=O	-1.5	1	-2	i	-3	15	-0.5	-2	0	-1
CC(C)CC(=O)Nc1c2c(nn1-c1ccc(F)cc1)CSC2	-3.7	-1	2	i	-1	-2	0.0	1	4	-3
CCOc1ccc(S(=O)(=O)NCC(=O)NC2CCCCC2)cc1	0.0	1	-3	i	-10	4	-0.3	1	-8	-2
Cc1ccc(C(=O)COc2cc(C)nc3nncn23)cc1	-1.8	0	1	i	7	-1	-0.2	-1	49	-5
O=S(=O)(NC1CCCC1)c1cc(F)ccc1F	0.2	-4	-2	i	-5	3	-0.6	4	4	4
COc1ccc(NC(=O)CSc2nnc(N)s2)c([N+](=O)[O-])c1	-0.5	-1	2	i	-13	0	-0.7	-26	-12	-2
O=C(c1noc2c1CCCC2)N1CCCC(N2CCN(c3ccccc3F)CC2)C1 (stereo not drawn)	-0.1	2	-4	i	-20	1	-0.9	-2	-2	11
O=C(O)c1ccc(-c2ccc(/C=C3\NC(=O)N(Cc4ccc(Cl)cc4)C3=O)o2)cc1	6.1	9	2	·	15	19	0.2	19	42	-33
O=C(O)CCC(=O)N1CCC[C@H]1C(=O)O	-0.8	-2	-3	i	20	1	-0.2	1	-1	-6
Cc1nn(C)cc1/C=N/NC(=S)Nc1ccccc1	0.9	2	76*	i	16	-2	-0.4	1	-7	-13
COc1cccc(-n2c(SCC(=O)OC(C)C)nnc2-c2cccnc2)c1	-2.2	1	1	i	-5	1	-0.4	-1	-4	1
COc1ccc(/C=C/C(=O)c2ccccc2)cc1Cn1nnc2ccccc21	5.0	-10	-1	i	0	6	0.0	-2	-14	-21
COC1=CC(=O)OC(C)(c2ccccc2)C1 (stereo not drawn)	-1.7	-1	-1	i	-3	1	-0.3	9	-7	7
COCCN(C(=O)Nc1ccc(OC)cc1OC)C1CCN(C(C)=O)CC1	0.7	-3	-1	i	-1	0	-0.5	5	-12	8
CCN(c1cccc(C(F)(F)F)c1)S(=O)(=O)c1ccc2c(c1)CCN2C(C)=O	1.5	-1	1	i	-12	-1	0.0	1	-10	-6
C/C(=N\NC(=O)CNC(=O)c1ccc2c(c1)OCCO2)c1ccco1	-1.9	2	-1	i	-2	1	0.4	-7	4	8
CC(O)CCc1ccc(O)cc1 (stereo not drawn)	0.0	-6	-4	i	12	3	-0.6	23	-1	4

An excerpt from above in order of the Scp-1 inhibitor value, ascending:
canonical_smiles | LMPTP inh | NadD block | STEP block | Neddyl block | SKN-1 inh | DNMT1 block | Tb MetRS inh | SUMO1 PPI mod | Scp-1 inhibitor | NRP1-CendR mod
COc1ccc(NC(=O)CSc2nnc(N)s2)c([N+](=O)[O-])c1 | -0.5 | -1 | 2 | i | -13 | 0 | -0.7 | -26 | -12 | -2
Cc1nn(C)cc1/C=N/NC(=S)Nc1ccccc1 | 0.9 | 2 | 76* | i | 16 | -2 | -0.4 | 1 | -7 | -13
COc1cccc(-n2c(SCC(=O)OC(C)C)nnc2-c2cccnc2)c1 | -2.2 | 1 | 1 | i | -5 | 1 | -0.4 | -1 | -4 | 1
O=C(c1noc2c1CCCC2)N1CCCC(N2CCN(c3ccccc3F)CC2)C1 (stereo not drawn) | -0.1 | 2 | -4 | i | -20 | 1 | -0.9 | -2 | -2 | 11
O=C(O)CCC(=O)N1CCC[C@H]1C(=O)O | -0.8 | -2 | -3 | i | 20 | 1 | -0.2 | 1 | -1 | -6
C/C(=N\NC(=O)CNC(=O)c1ccc2c(c1)OCCO2)c1ccco1 | -1.9 | 2 | -1 | i | -2 | 1 | 0.4 | -7 | 4 | 8
Cc1ccc(C(=O)COc2cc(C)nc3nncn23)cc1 | -1.8 | 0 | 1 | i | 7 | -1 | -0.2 | -1 | 49 | -5

Next part
SMILES	LMPTP inh	NadD block	STEP block	Neddyl block	SKN-1 inh	DNMT1 block	Tb MetRS inh	SUMO1 PPI mod	Scp-1 inhibitor	NRP1-CendR mod
O=C(O)/C(=C\c1cccs1)c1ccc(F)cc1	-0.8	-5	1	i	11	4	-0.3	-7	-2	-2
CC1=C(C)CC(C(=O)Nc2cccc([N+](=O)[O-])c2)C(C(=O)O)C1 (stereo not drawn)	-1.3	-4	0	i	5	4	-0.5	-16	1	11
O=[N+]([O-])c1ccc(C2NS(=O)(=O)N=C3CCCCCN32)cc1 (stereo not drawn)	-1.0	1	-2	i	-1	1	-0.5	-24	-6	6
CC1CCN(c2ccccc2NC(=S)NC(=O)C(C)(C)C)CC1	3.3	2	1	i	-7	4	0.2	3	-3	-1
CCCCCCC1CCC(C(=O)NC(CCSC)C(=O)NC(C(=O)OC)C(C)C)CC1 (stereo not drawn)	-0.5	25	2	i	19	15	-0.4	-3	-15	4
COc1cccc(-c2ccccc2C2=CC(=O)CC(C)(C)C2=O)c1	-0.7	-6	-1	i	10	6	-0.7	-13	·	1
CCOCCCn1c(=S)[nH]c2cc(C(=O)N3CCC(C(N)=O)CC3)ccc2c1=O	-1.5	-1	-3	i	-1	-3	-0.2	-8	-10	-7
O=C1/C(=C/c2ccncc2)SC(=S)N1C1CCS(=O)(=O)C1 (stereo not drawn)	0.5	-4	3	i	25	-6	0.6	-18	1	10
COc1cccc(Oc2ccc3nnc(C(F)(F)F)n3n2)c1	-0.4	-3	2	i	9	3	-2.1	-1	-2	-2
CC(=O)C1C(c2ccccc2)c2c(n[nH]c2C)CC1(C)O (stereo not drawn)	0.3	0	-2	i	-18	0	0.3	-1	-3	-4
Cc1ccc(S(=O)(=O)N2CCN(c3ncccn3)CC2)cc1C	-1.9	-4	-1	i	10	-3	0.2	0	5	2
CCCCN1C(=O)NC(NC(=O)c2ccco2)(C(F)(F)F)C1=O (stereo not drawn)	-0.6	0	-1	i	7	-3	-0.1	4	-10	5
S=C1NCN(Cc2ccco2)CN1c1ccccc1	-1.6	0	-2	i	10	1	-0.1	3	-1	4
Cc1cccc(-n2cnc(C(=O)NC3CCCCCC3)c2)n1	-1.7	-4	2	i	16	0	-1.1	0	-9	-7
NNC(=O)c1oc2ccccc2c1-n1cccc1	-1.1	4	3	i	1	-1	-0.3	3	-1	-1
Cc1cc(C)n(NC(=S)NC2CCCCC2)c(=O)c1C#N	-0.6	4	-1	i	6	1	-0.4	3	1	-1
Cc1ccc(C)c(C(=O)CCC(=O)O)c1	0.5	0	1	i	7	1	-0.6	2	-11	8
COc1ccc(C2CC(C(C)(C)C)=NN2c2ccc(S(N)(=O)=O)cc2)cc1 (stereo not drawn)	3.8	-4	4	i	3	-4	-0.8	-1	1	-2
